Myeloid diff 2 = compounds promoting myeloid differentiation | ER-HoxA9 myeloid progenitors, lysozyme-GFP differentiation, flow cytometry | calls only at 10 µM | 1% of 360,000 active | AID 624256;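 active means normalized GFP-positive differentiation at or above the plate's own cutoff, the solvent-only control mean plus 3 SD; inconclusive means no clear call, values can overlap the other calls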;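 further: cells exposed to compound for four days before flow analysis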
T cell HTS = T cell immune modulation candidate. 2C CD8+ T cell-vesicle binding, flow cytometry; hits give low values. calls only at 7 µM. 0.068% of 330,000 active. AID 2052;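 active means response, share of CD8 T cells binding vesicles, and their 90th percentile fluorescence all below set limits, cut at about 80% in these data, passing the limit was not always enough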
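Read-out – percent CD8+ FL2 mean versus row control · System – murine 2C transgenic CD8+ T lymphocytes · Times – 1.5 h cell–vesicle binding at 37 °C, then 20 min icy labelling · Control set – naked vesicles low, QL9 vesicles with vehicle high · Detection – cytometric PE anti-B7-1 and Alexa647 anti-CD8 signals after 1% paraformaldehyde fixation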
b-catenin transl = beta-catenin nuclear translocation modulation; nuclear translocation activity, % at 5 µM; AID 1665; HeLa beta-catenin nuclear translocation, immunofluorescence imaging; 0.3% of 190,000 active;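 active means nuclear translocation activity above 50% at 5 µM, with a well cell count of 50 or more; inconclusive means wells under 50 cells across six images, flagged as toxic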;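 further: per-cell ratio of nuclear to cytoplasmic median beta-catenin stain intensity; plate controls were DMSO negative control for no effect and GSK-3 inhibitor IX positive control for full effect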
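System: Human HeLa cells, endogenous beta-catenin | Compound dosing: 5 µM primary, 0.02–20 µM confirmation | Timing: 24 h compound exposure at 37°C, 5% CO2 | Measured by: Fluorescence imaging of beta-catenin antibody stain plus DAPI | Read-out basis: % activation of per-cell nuclear versus cytoplasmic median beta-catenin signal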
MT stabilizer = microtubule stabilizers in HeLa cells. HeLa tubulin immunostaining HCS, 24 h; share of cells brighter than vehicle mean+2SD. % tubulin-high responders, % at 10 µM. 0.83% of 200,000 active. AID 2205;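 active means plate Z-score above 3 for both tubulin-high and condensed-nucleus cell shares, with cell loss under 80%, at 10 µM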;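 further: anti alpha tubulin signal scored within the nucleus-defined area of each cell; some results filed as inactive read as strong as hits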
Lipid droplet = modulators of hepatic lipid droplet formation; inhibition, % at 6.5 µM; 0.4% of 240,000 active; AML12 mouse hepatocytes, oleate lipid droplets, BODIPY imaging;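 active means lipid droplet intensity inhibited by at least 50%, with more than 500 cells counted; inconclusive means wells with under 300 cells, treated as cytotoxic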
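System: AML12 hepatocytes (mouse). Probe or stimulus: oleic acid at 100 µM to induce lipid droplet formation. Times: overnight treatment with compound plus oleate. Detection: Image-based BODIPY and DAPI two-channel analysis. Evaluation: percent inhibition of filter-corrected integrated lipid droplet intensity per well.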
WT yeast gro inh = growth inhibition of WT yeast, mitochondrial fusion screen | inhibition, % at 10 µM | AID 1362 | mitochondrial fusion phenotypic screen, WT strain | 2.1% of 190,000 active; in the data active means inhibition above about 58%; tested in S. cerevisiae
West Nile virus CPE = West Nile virus antiviral activity, cell-based, CPE readout (AID 1621) | one-dose CPE inhibition, % at 10 µM; IC50 in µM for titrated hits | West Nile virus-infected cells, CPE inhibition; higher % means a stronger effect | 0.02% of 290,000 active; in the data active means a potency from the dose series; inconclusive means CPE inhibition mostly from about 3.7% at the one dose, without a potency; inactive means the rest, 99 in 100 with CPE inhibition below about 2.2%; further: strong numbers were not always called active
Autophagy mod = alters autophagy in cells; MEF GFP-LC3 puncta imaging; test concentration mostly 10 µM; calls only at 10 µM (by protocol); 0.98% of 190,000 active; AID 463193;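 active means percentage of spot-positive cells more than 3 SD above its plate mean, without a fluorescence outlier flag or 80% toxicity; inconclusive means no clear call, values can overlap the other calls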;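 further: spot-positive cell cutoff set from DMSO-treated cells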
Ins promoter up = MIN6 insulin promoter up-regulation; MIN6 insulin promoter-GFP reporter, high-content imaging; hits give high values; z-score at 5 µM; 0.3% of 190,000 active; AID 1625;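 active means z-score above 3 at 5 µM with at least 500 cells counted in the well; inconclusive means wells under 500 cells, flagged as cytotoxic or low count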
WT yeast gro inh mutant strain = also measured in WT yeast gro inh; calls as there; inhibition, %; mitochondrial fusion phenotypic screen, mutant strain inhibition
Ins promoter up cell count = recorded beside Ins promoter up, whose call it bears; cell count; measured here: cytotoxicity, nuclei count;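 total cells summed across four imaged fields per well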
Lipid droplet cells 6.5 µM = second read-out of Lipid droplet, no call of its own (marks repeat the call); cell count; measured here: cell count, cytotoxicity flag;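 cells counted across two imaged fields per well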
b-catenin transl cell count 5 µM = recorded beside b-catenin transl, whose call it bears; cell count; measured here: cell count, cytotoxicity flag
T cell HTS vesicle-bound % = second read-out of T cell HTS, no call of its own (marks repeat the call); double positive events, %; measured here: CD8+ vesicle-bound cell fraction;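 binding gate set so that unloaded-vesicle control wells show 10% double positive cells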
MT stabilizer Hoechst-high % = second read-out of MT stabilizer, no call of its own (marks repeat the call); % Hoechst-high responders; measured here: nuclear condensation Hoechst responders;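 share of cells brighter than vehicle mean plus two SD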
MT stabilizer cytotoxicity % = second read-out of MT stabilizer, no call of its own (marks repeat the call); toxicity, %; measured here: cytotoxicity by cell density;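 0% = mean cell density of plate MIN control wells and 100% = no cells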
Autophagy mod cell loss 18 h = recorded beside Autophagy mod, whose call it bears; toxicity, %; measured here: cell loss, nuclei count;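 cell loss after 18 h compound exposure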
Myeloid diff 2 GFP+ MAC1+ % = also measured in Myeloid diff 2; calls as there; GFP+ MAC1+ double positive, %; measured here: differentiation confirmed by MAC1 staining
An asterisk follows results filed as active; i = inactive; ? = inconclusive; / = no result given; & = joins results of further samples. The order is random. About 3.9% of those tested had a hit in this group.

SMILES	Myeloid diff 2	Myeloid diff 2 GFP+ MAC1+ %	T cell HTS	T cell HTS vesicle-bound %	b-catenin transl	b-catenin transl cell count 5 µM	MT stabilizer	MT stabilizer Hoechst-high %	MT stabilizer cytotoxicity %	Lipid droplet	Lipid droplet cells 6.5 µM	WT yeast gro inh	WT yeast gro inh mutant strain	West Nile virus CPE	Autophagy mod	Autophagy mod cell loss 18 h	Ins promoter up	Ins promoter up cell count
O=C(COC(=O)c1ccccc1Br)NCCc1ccc(F)cc1	i	0.4	i	6	-0.2	1075	2.4	1.2	2.7	-4	620	21	-3	?	i	-26	1.3	1629
CCOC(=O)/C(C#N)=C/c1c[nH]c2ccccc12	i	0.3	i	31	-0.3&2.0	1236&1065	4.1	3.3	8.5	5&39	708&652	10	5	-0.1%&-0.4%	i	-1	0.14&1	1327&1410
COCCCNC(=O)Nc1ccc2c(c1)N(C)C(=O)CS2	i	0.6	i	30	/	/	2.0	2.0	8.3	20	790	4	-6	0.5%	i	5	-0.9	1008
Cc1cc(-c2nnc(SCC(=O)Nc3ccccc3Cl)n2C)no1	i	0.6	i	39	-0.9	1258	/	/	/	-3	672	/	/	-0.3%	/	/	0.45	1024
CC1CCc2nc3ccccc3c(C(=O)OCC(=O)N(C)C3CCS(=O)(=O)C3)c2C1 (stereo not drawn)	i	0.2	i	27	-1.8	1056	1.7	2.4	2.4	1	681	5	3	0.4%	i	5	0.96	1372
CCN(CCNC(=O)C1CCCN(c2ncnc3c2nc2n3CCCCC2)C1)Cc1ccccc1 (stereo not drawn)	i	0.4	i	27	/	/	/	/	/	-1	649	/	/	0.1%	/	/	/	/
Cc1nc(-c2cc(-c3nc(-c4cc(C(F)(F)F)cc(C(F)(F)F)c4)no3)no2)cs1	i	1.6	i	56	-3.6	1205	/	/	/	-8	646	/	/	-0.7%	/	/	/	/
CN1N=C2c3ccccc3CCC2C1c1ccc(C(F)(F)F)cc1 (stereo not drawn)	/	/	i	20	-0.4	1264	/	/	/	0	635	/	/	0.4%	/	/	-0.85	965
CCOC(=O)c1sc(=NC(=O)/C=C/c2cccs2)n(C)c1C	/	/	i	23	-3.0	1089	2.6	1.5	4.3	8	700	11	-7	-0.1%	i	-12	-0.19	1114
O=C(Nc1nc2ccccc2s1)NC1CCCCC1	i	0.1	i	14	0.1	1012	4.2	1.7	3.1	-18	649	14	1	-0.7%	i	-19	1.8	1372
CCCCC[C@H]1CN(Cc2ccccc2)C(=O)[C@@H]1CC(=O)NCc1ccccc1	i	0.2	i	19	/	/	/	/	/	-10	756	/	/	-1.8%	/	/	/	/
CCOC(=O)NC(=O)CSc1nc2ccc([N+](=O)[O-])cc2[nH]1	i	0.7	i	28	0.3	1548	2.8	0.8	0.5	17	644	19	9	0.1%	i	-10	-0.16	1365

(further entries)
SMILES	Myeloid diff 2	Myeloid diff 2 GFP+ MAC1+ %	T cell HTS	T cell HTS vesicle-bound %	b-catenin transl	b-catenin transl cell count 5 µM	MT stabilizer	MT stabilizer Hoechst-high %	MT stabilizer cytotoxicity %	Lipid droplet	Lipid droplet cells 6.5 µM	WT yeast gro inh	WT yeast gro inh mutant strain	West Nile virus CPE	Autophagy mod	Autophagy mod cell loss 18 h	Ins promoter up	Ins promoter up cell count
Cn1c(SCc2ccccc2)nc2ccsc2c1=O	i	0.3	i	49	-0.2	1063	3.7	2.0	7.7	17	700	56	30	2.0%	i	6	-0.07	1132
Cc1ccc2nc(CSc3nnc(-c4ccco4)o3)cc(=O)n2c1	i	2.3	i	18	-2.2	1245	1.8	1.5	6.1	-37	686	-12	1	/	i	-2	/	/
CC(C)(C)C(=O)Nc1nnc(SCC(=O)NCc2cccs2)s1	i	0.8	i	9	-1.8	1424	2.8	1.3	4.6	/	/	9	6	0.1%	i	0	0.09	1562
C=CCc1cccc2cc(C(=O)N(C)C)c(=O)oc12	i	7.1	i	40	-1.3	1244	1.1	1.6	7.2	/	/	9	3	0.0%	i	-3	-0.23	1040
CCn1cc(C(=O)NCCC2=CCCCC2)c(=O)c2cc(S(=O)(=O)N(C)C)ccc21	?	/	i	42	5.4	888	1.1	2.8	9.0	0	757	5	-1	-0.1%	/	/	-1.4	1146
C/C(=N\N=C1/NC(=O)C(C)S1)c1ccc([N+](=O)[O-])cc1 (stereo not drawn)	i	0.2	i	40	1.0	471	2.3	2.4	5.6	-2	733	-15	-5	0.8%	i	3	-0.13	1082
COc1cccc(NC(=O)Cc2ccccc2)c1	i	1.3	i	17	2.1	1134	4.4	3.1	5.6	/	/	4	14	0.2%	i	-14	0.82	1237
Cc1ccccc1-c1nnc(SCC(=O)N2CCCC2)o1	i	1.3	i	22	/	/	/	/	/	1	773	/	/	-0.3%	/	/	/	/
CCOC(=O)CC1CCCCN1Cc1nc(-c2ccc(F)c(OC)c2)oc1C (stereo not drawn)	i	0.5	i	57	-1.7	914	3.8	1.6	1.1	-20	659	20	10	0.8%	i	16	-0.45	1442
COCC(C)N1C(=O)Cc2c1nc(N)c1c(N)nc(N3CCN(c4ccccc4F)CC3)c(C#N)c21 (stereo not drawn)	i	0.3	i	49	1.1	1043	2.8	2.2	6.2	4	694	1	-2	0.0%	i	4	-0.93	1216
CCOC(=O)c1cnc(SC)nc1Sc1ccccc1Cl	i	0.6	i	40	/	/	0.7	1.1	15	/	/	67*	23*	0.2%	i	-5	1.2	857
Cc1csc(NC(=O)c2cc(-c3ccncc3)nc3ccccc23)n1	i	0.6	i	57	-0.5	1137	3.3	2.9	5.7	22	640	3	11	0.0%	i	-12	0	1238

The list continues.
SMILES	Myeloid diff 2	Myeloid diff 2 GFP+ MAC1+ %	T cell HTS	T cell HTS vesicle-bound %	b-catenin transl	b-catenin transl cell count 5 µM	MT stabilizer	MT stabilizer Hoechst-high %	MT stabilizer cytotoxicity %	Lipid droplet	Lipid droplet cells 6.5 µM	WT yeast gro inh	WT yeast gro inh mutant strain	West Nile virus CPE	Autophagy mod	Autophagy mod cell loss 18 h	Ins promoter up	Ins promoter up cell count
CCCCNC(=S)NNC(=O)c1ccco1	i	2.1	i	21	-1.4	1190	1.8	1.5	6.7	14	799	12	8	0.0%	i	6	0.1	1245
C[C@H](NC(=O)[C@H]1N2C(=O)c3ccccc3C2SC1(C)C)C(=O)NCC1CCCO1 (stereo partly drawn)	i	4.1	i	16	/	/	/	/	/	2	746	/	/	0.1%	/	/	/	/
Cc1[nH]c(=S)c(C#N)c2c1CCCC2	i	0.6	i	68	5.5	603	1.9	1.7	9.8	13	664	-1	12	-0.2%	i	15	/	/
CCOCc1nnc(NC(=O)c2cccc(OC)c2)s1	i	1.0	i	13	-0.1	1569	3.8	1.1	3.9	14	749	3	5	0.6%	i	-21	0.08	1378
C/C(=N\NC(=O)CN1CCOCC1)C(C)(C)C	i	6.6	i	41	-1.4	1053	2.5	2.1	2.0	36	693	-11	-4	-0.2%	i	-30	0.11	1901
CC(C)n1cnc2cc(NC(=O)c3ccco3)ccc21	i	0.7	i	21	/	/	/	/	/	-11	759	/	/	-0.7%	/	/	/	/
O=c1c(-c2ccc(Cl)cc2)[n+]([O-])c2ccccc2n1O	i	1.1	i	29	-0.5	1135	4.7	2.6	3.7	-29	627	10	-20	0.3%	i	4	-0.12	1264
Cc1nonc1CN(C)C(=O)CC1C(=O)NCCN1Cc1ccccc1C(F)(F)F (stereo not drawn)	i	0.1	i	59	0.1	1582	1.3	1.6	6.1	-4	660	-19	22	0.7%	i	2	/	/
N#CCS(=O)(=O)c1ccccc1	i	1.5	i	31	/	/	/	/	/	17	832	/	/	1.0%	/	/	/	/
[O-][n+]1c2c(nc3c1-c1ccccc1C3O)CCCC2 (stereo not drawn)	/	/	i	60	1.5	1477	1.9	2.4	4.3	-4	595	-4	-1	-0.9%	i	20	0.32	1157
CCOc1ccc(CCNC(=O)c2ccc(F)c(S(=O)(=O)N3CCOCC3)c2)cc1OCC	i	3.8	i	57	/	/	/	/	/	25	876	/	/	-0.3%	/	/	/	/
C[C@@]12CCC=C[C@H]1[C@H](c1ccc(C(F)(F)F)cc1)N(Cc1ccccc1)C2=O	i	1.3	i	55	0.4	1094	/	/	/	-26	673	/	/	-0.5%	/	/	/	/
CCNC(=O)CSc1nc2cc(S(=O)(=O)Nc3ccc(OC)cc3)ccc2o1	i	11	i	56	/	/	/	/	/	3	684	/	/	-0.7%	/	/	/	/
